PREPL inhibitor – PREPL enzyme inhibitors, primary screen, biochemical, fluorescence polarization. 320,000 tested, 0.68% active. inhibition, % at 5.96 µM. recombinant PREPL, fluorescence polarization activity-based probe; in the data active means inhibition above about 43%;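 further: 0% = enzyme with DMSO and 100% = wells lacking enzyme; many of its hits are not listed in these tables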
pPAFAH FP inh – pPAFAH enzyme inhibitors, primary screen, biochemical, fluorescence polarization, human. recombinant pPAFAH, FP-rhodamine probe fluorescence polarization. 330,000 tested, 1.5% active. AID 463082, 2010. inhibition, % at 3.39 µM;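 active means inhibition above the mean inhibition across the screen plus 3 SD, cut at about 25% in these data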;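 further: inhibitors block binding of the rhodamine activity-based probe so polarization drops; 0% = enzyme with DMSO and 100% = wells lacking pPAFAH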
PAFAH2 inh – PAFAH2 enzyme inhibitors, primary screen, biochemical, fluorescence polarization, human; 340,000 tested, 0.99% active; inhibition, % at 3.39 µM; recombinant PAFAH2, FP-rhodamine activity probe;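 active means inhibition above the mean over all tested compounds plus 3 SD, cut at about 30% in these data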;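 further: inhibitors block probe labeling of enzyme so polarization drops; 0% = enzyme with DMSO and 100% = wells lacking PAFAH2 protein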
PAD4 inh – human PAD4 inhibitors, primary screen, biochemical, fluorescence polarization, 1536-well format. recombinant PAD4, RCA probe fluorescence polarization. inhibition, % at 6.36 µM. 330,000 tested, 0.41% active;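 active means percent inhibition above a cutoff equal to the mean of all tested compounds plus 3 SD, cut at about 15% in these data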;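 further: 0% = PAD4 with RCA probe and DMSO and 100% = probe without PAD4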
LYPLA1 counter – LYPLA1 inhibitors, primary screen, counter-screen for PME1 inhibitor project, biochemical, fluorescence polarization, FP-Rh probe ABPP. inhibition, % at 5.9 µM. AID 2174, 2009. 320,000 tested, 0.16% active. recombinant LYPLA1;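 active means inhibition above the mean of all tested compounds plus 3 SD, set per campaign, cut at about 14% in these data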;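 further: inhibitors block serine hydrolase probe labeling of LYPLA1 so polarization falls; 0% = enzyme with DMSO and 100% = wells lacking LYPLA1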
Target sequence (O75608 whole entry, looked up): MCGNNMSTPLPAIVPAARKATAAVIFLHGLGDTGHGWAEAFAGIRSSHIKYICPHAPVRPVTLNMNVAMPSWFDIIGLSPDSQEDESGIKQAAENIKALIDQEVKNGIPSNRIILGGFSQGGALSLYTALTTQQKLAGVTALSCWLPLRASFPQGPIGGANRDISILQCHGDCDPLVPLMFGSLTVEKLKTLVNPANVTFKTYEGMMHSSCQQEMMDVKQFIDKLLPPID
PAFAH1B3 FP inh – PAFAH1B3 enzyme inhibitors, primary screen, biochemical, fluorescence polarization, human; 340,000 tested, 0.28% active; inhibition, % at 3.39 µM; Platelet-activating factor acetylhydrolase IB subunit alpha1 (Homo sapiens), Q15102; AID 492972, 2010; recombinant PAFAH1B3, FP-rhodamine probe;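 active means inhibition above the screen-wide average of all tested compounds plus 3 SD, cut at about 25% in these data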;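 further: 0% = enzyme with DMSO only and 100% = wells lacking PAFAH1B3 protein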
Target sequence (Q15102 whole entry, looked up): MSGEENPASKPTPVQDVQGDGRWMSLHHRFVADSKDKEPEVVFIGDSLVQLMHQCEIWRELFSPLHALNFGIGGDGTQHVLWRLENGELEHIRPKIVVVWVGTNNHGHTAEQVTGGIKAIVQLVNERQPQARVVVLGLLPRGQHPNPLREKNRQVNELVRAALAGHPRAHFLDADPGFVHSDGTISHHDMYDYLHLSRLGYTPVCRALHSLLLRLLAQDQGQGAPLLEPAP
GSTO1 counter – inhibitors of recombinant GSTO1, primary screen, counter-screen for RBBP9 inhibitor project, biochemical, fluorescence polarization. inhibition, % at 5.96 µM. 300,000 tested, 1.1% active. AID 1974, 2009. Glutathione S-transferase omega-1 (Homo sapiens), P78417. activity-based probe fluorescence polarization;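 active means inhibition above the campaign mean inhibition plus 3 SD, cut at about 35% in these data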;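 further: 0% = GSTO1-1 with DMSO and 100% = wells lacking GSTO1-1 enzyme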
PAFAH1B2 FP inh – PAFAH1B2 enzyme inhibitors, primary screen, biochemical, fluorescence polarization, human; Platelet-activating factor acetylhydrolase IB subunit alpha2 (Homo sapiens), P68402; recombinant PAFAH1B2, FP-rhodamine activity probe; inhibition, % at 3.39 µM; 340,000 tested, 1.2% active; AID 492953, 2010;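 active means inhibition above the mean of all tested compounds plus 3 SD, cut at about 24% in these data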;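 further: 0% = enzyme with DMSO and 100% = wells lacking PAFAH1B2; many of its hits are not listed in these tables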
Target sequence (P68402 whole entry, looked up): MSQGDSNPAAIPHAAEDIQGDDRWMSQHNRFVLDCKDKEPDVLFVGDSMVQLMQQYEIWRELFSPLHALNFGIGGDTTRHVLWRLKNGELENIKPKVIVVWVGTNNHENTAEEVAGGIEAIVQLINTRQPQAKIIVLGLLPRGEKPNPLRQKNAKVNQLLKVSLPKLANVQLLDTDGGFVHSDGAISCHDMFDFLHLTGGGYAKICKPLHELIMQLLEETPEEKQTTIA
LYPLA2 inh – LYPLA2 inhibitors, primary screen, counter-screen for PME1 inhibitor project, biochemical, fluorescence polarization, FP-Rh probe ABPP | Acyl-protein thioesterase 2 (Homo sapiens), O95372 | recombinant LYPLA2 | inhibition, % at 5.9 µM | 320,000 tested, 0.38% active;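 active means inhibition above the screen-wide mean plus 3 SD, limit set per campaign, cut at about 26% in these data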;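 further: 0% = LYPLA2 with DMSO and 100% = wells lacking LYPLA2 enzyme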
Target sequence (O95372 whole entry, looked up): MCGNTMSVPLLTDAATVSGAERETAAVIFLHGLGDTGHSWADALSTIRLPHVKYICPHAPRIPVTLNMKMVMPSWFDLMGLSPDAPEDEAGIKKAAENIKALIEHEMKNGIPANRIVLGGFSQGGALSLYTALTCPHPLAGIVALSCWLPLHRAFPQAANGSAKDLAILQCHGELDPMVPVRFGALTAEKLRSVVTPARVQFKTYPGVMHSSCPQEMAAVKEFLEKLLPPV
* hit, by the source's call; · = no result given.

SMILES | PREPL inhibitor | pPAFAH FP inh | PAFAH2 inh | PAD4 inh | LYPLA1 counter | PAFAH1B3 FP inh | GSTO1 counter | PAFAH1B2 FP inh | LYPLA2 inh
CC(=O)Nc1cccc(NC(=O)Nc2cccc(F)c2)c1 | -2 | 0 | -1 | -4 | -4 | 12 | -5 | 0 | 4
NC(=O)N/N=C/c1ccc(-c2cccc(C(F)(F)F)c2)o1 | -3 | 7 | -3 | -4 | 4 | 3 | 1 | -5 | 5
Cc1ccc(Cl)cc1NC(=O)Cn1c(C)csc1=O | 5 | 1 | 2 | -3 | -4 | 9 | · | 5 | 0
COc1ccc(S(=O)(=O)N2CCOCC2)c2ccccc12 | 0 | -9 | 1 | 1 | -1 | 7 | 12 | 0 | -8
NCCC(=O)NC[C@H]1O[C@@H](n2cnc3c(N)ncnc32)[C@H](O)[C@@H]1O | · | 1 | -5 | 3 | · | 4 | · | 5 | ·
C[C@@H](CN=[N+]=[N-])CN1CC[C@H](NC(=O)OCc2ccccc2)CCC1=O | 17 | 0 | -3 | 3 | 1 | 2 | 10 | 1 | -1
COc1ccc(C2/C(=C(/O)c3ccccc3)C(=O)C(=O)N2CO)cc1 (configuration not stated) | 5 | 2 | -1 | -14 | -1 | -3 | -1 | -2 | 5
CCOc1cc(CN2CCCC(CO)(Cc3ccc(F)cc3F)C2)ccc1OC (configuration not stated) | -1 | -1 | -3 | -3 | 4 | 6 | 5 | 3 | 3
COc1cc(Cl)c(C)cc1NC(=O)CSc1nnc(-c2ccco2)n1CC(C)C | -4 | 4 | -4 | 0 | 0 | 3 | -1 | 9 | -2
CC(C)(C)[C@@H]1C=C(C(=O)NC2CC2)O[C@H](OCc2ccc(CO)cc2)C1 | 1 | 4 | -5 | -2 | 2 | -2 | -2 | 7 | -3
Cc1cccc(C(=O)Nc2onc(C)c2C#N)c1 | 0 | 3 | 2 | 2 | 0 | 4 | -6 | 0 | 1
O=C(O)c1cccnc1C(=O)O | 14 | 5 | -2 | 4 | 3 | 11 | -3 | 3 | 6
c1coc(-c2nc3c([nH]2)CCc2nonc2-3)c1 | 2 | -2 | 1 | -3 | 2 | 7 | -6 | 5 | 1
CCOC(=O)C1(Cc2ccccc2Cl)CCN(Cc2csc(C(C)=O)c2)CC1 | -18 | -2 | -1 | -2 | 0 | 0 | 4 | -2 | 2
CCCCn1cnc2cc(NCc3ccncc3)ccc21 | 19 | 8 | 0 | 2 | 2 | 1 | 1 | 1 | 5
CCNc1ccc(C(=O)OCC)cc1NC(=O)c1cccc(S(=O)(=O)N(C)c2ccccc2)c1 | 1 | 3 | -3 | 1 | -5 | 2 | 2 | 1 | -2
Cc1nc(N)nc(N/N=C/c2c(F)cccc2Cl)n1 | 12 | 2 | -6 | -1 | 0 | 9 | -2 | 1 | 1
O=c1oc2ccccc2cc1-c1csc(NN=C2CCCC2)n1 | 13 | 10 | 10 | -3 | 0 | 6 | -1 | 8 | 2
O=C1NCCN/C1=C\C(=O)c1ccc(F)cc1 | 10 | 1 | 1 | -7 | -2 | 11 | -3 | 1 | -1
Cc1cc2cc(CCNC(=O)CC(C)(C)C)c(=O)[nH]c2cc1C | -1 | -6 | 9 | -2 | 1 | -2 | 3 | -3 | -1
COc1ccc(-n2cc(-c3ccc(OC(F)F)cc3)[n+]3c2CCCCC3)cc1 | -1 | 4 | 8 | 2 | 1 | 5 | -1 | -3 | 1
COc1cccc(/C=C/C(=O)OCC(=O)NC2CC2)c1OC | 7 | 6 | 68* | 4 | · | 16 | · | 5 | ·
CC(=O)c1cccc(NC(=O)CCc2nnc3ccc(NCc4ccc5c(c4)OCO5)nn23)c1 | 18 | 1 | -2 | -7 | 0 | 9 | 2 | 0 | 0
Cc1nnc(SCC(=O)Nc2nccs2)n1C(C)C | 3 | 1 | -8 | 1 | -5 | 14 | 6 | 2 | 4
Cc1nn(-c2ccccc2)c2sc(C(=O)O)cc12 | -3 | 4 | 4 | -2 | 4 | 3 | -3 | 3 | 0

4 compounds from above, ordered by length of the SMILES, falling.
SMILES | PREPL inhibitor | pPAFAH FP inh | PAFAH2 inh | PAD4 inh | LYPLA1 counter | PAFAH1B3 FP inh | GSTO1 counter | PAFAH1B2 FP inh | LYPLA2 inh
CC(=O)c1cccc(NC(=O)CCc2nnc3ccc(NCc4ccc5c(c4)OCO5)nn23)c1 | 18 | 1 | -2 | -7 | 0 | 9 | 2 | 0 | 0
CCOc1cc(CN2CCCC(CO)(Cc3ccc(F)cc3F)C2)ccc1OC (configuration not stated) | -1 | -1 | -3 | -3 | 4 | 6 | 5 | 3 | 3
Cc1cc2cc(CCNC(=O)CC(C)(C)C)c(=O)[nH]c2cc1C | -1 | -6 | 9 | -2 | 1 | -2 | 3 | -3 | -1
COc1cccc(/C=C/C(=O)OCC(=O)NC2CC2)c1OC | 7 | 6 | 68* | 4 | · | 16 | · | 5 | ·

Other results follow:
SMILES | PREPL inhibitor | pPAFAH FP inh | PAFAH2 inh | PAD4 inh | LYPLA1 counter | PAFAH1B3 FP inh | GSTO1 counter | PAFAH1B2 FP inh | LYPLA2 inh
O=c1cc(-c2ccccc2)oc2ccc(O)cc12 | -16 | 0 | -3 | -1 | -5 | 5 | -3 | 2 | 0
CCc1ccc(S(=O)(=O)NCCc2cn3ccccc3n2)s1 | 0 | -1 | 1 | -4 | 2 | 12 | 3 | 4 | 4
CCc1ccc(N2C(=O)c3sc4nnc(-c5ccccc5)c(=O)n4c3C2=O)cc1 | -11 | 4 | 0 | 5 | -5 | -3 | -8 | 1 | 0
CCC(C)[C@H](NC(=O)[C@@H]1CSC2c3ccccc3C(=O)N21)C(=O)N1CCCCC1 (some centres not stated) | -7 | 7 | -2 | -3 | 2 | 9 | 1 | 2 | 1
COc1ccccc1C(=O)n1nc(-c2ccc(Cl)cc2)nc1N | -5 | 2 | 5 | -1 | -5 | 3 | 6 | 2 | -2
O=C(NCc1ccc2[nH]c3c(c2c1)CCCC3)c1ccc(S(=O)(=O)N2CCCC2)cc1 | 15 | 13 | 1 | 2 | -5 | 1 | 0 | 0 | -1
COC(=O)CNC(=O)c1c(C)cc(=O)oc1C | 3 | 21 | 0 | -6 | -1 | 6 | 1 | -1 | 3
CCOC(=O)CSc1nnnn1-c1cc(OC)c(Cl)cc1OC | -9 | -2 | 5 | 2 | -3 | -3 | 2 | 1 | -3
O=C1OCCN1C(=O)[C@H]1[C@H](c2ccccc2)C(c2cccc(Cl)c2)=NN1c1ccc(Br)cc1 | · | 15 | -3 | 4 | · | 4 | · | 3 | ·
COc1cc(/C=C(/NC(=O)c2ccccc2)C(=O)Nc2cccc(O)c2)c([N+](=O)[O-])cc1OC | -3 | 8 | 6 | 1 | 0 | 5 | 1 | -1 | 8
CSc1ccccc1C(=O)OCC(=O)NCCN1C(=O)CSC1=O | 3 | 3 | -8 | 0 | · | 6 | · | 2 | ·
COc1ccc(/C=C2/N=C(SC3CCOC3=O)N(c3cccc(OC)c3)C2=O)cc1 (configuration not stated) | 9 | 11 | -1 | 7 | -7 | 9 | -3 | 1 | -6
COc1cc(-c2nc(CN3CCCCC3CCNC(C)=O)c(C)o2)ccc1F (configuration not stated) | -2 | 6 | 0 | -3 | 0 | 6 | 4 | 2 | 4
O=C(NCCS(=O)(=O)N1CCN(c2cccc(Cl)c2)CC1)C1CCCC1 | -16 | 7 | -2 | -3 | 0 | -2 | -3 | -1 | 14
COC(=O)c1ccc(NC(=O)c2ccccc2-c2ccccc2C(=O)O)cc1 | 4 | 6 | 2 | -4 | 0 | 11 | 1 | 7 | 8
Cc1cc2nc(=O)c(/C=C3\C=Nc4ccccc43)c(N)n2o1 | -3 | -8 | · | -5 | -10 | · | -10 | · | -17
Cc1nc2cc(NC(=O)c3cccc(S(C)(=O)=O)c3)ccc2o1 | 8 | -4 | 0 | -6 | -3 | -1 | 6 | -3 | -3
O=C(Nc1ccc(Oc2ccccc2)cc1)C1CCCN(c2ncccn2)C1 (configuration not stated) | -5 | -2 | 0 | 0 | -1 | -3 | -2 | -3 | -2
Cc1c(NC(=O)CSc2ccccc2C(=O)Nc2cccnc2)c(=O)n(-c2ccccc2)n1C | -9 | -5 | 3 | -2 | 0 | 5 | 9 | 4 | 0
CCCCn1c(SCC(=O)Nc2nnc(CC)s2)nc2ccccc2c1=O | 0 | -4 | -8 | -3 | 2 | 5 | 13 | 5 | 9
COc1ccc(C(=O)NC2CCC(O)CC2)cc1S(=O)(=O)NCc1ccc(Cl)cc1 (configuration not stated) | 16 | 0 | -4 | 2 | -4 | 7 | · | 0 | -9
CC(C)c1ccc(C(O)P(=O)(OCc2ccccc2)c2ccc(N(C)C)cc2)cc1 (configuration not stated) | 34 | 12 | 8 | -3 | 0 | -2 | 5 | 13 | 0
Cc1cc(C)cc(COc2ccc3c(C)c(CC(=O)O)c(=O)oc3c2C)c1 | 0 | 14 | 9 | 3 | -5 | 3 | -3 | -2 | -4
Cc1c(Cl)cccc1NC(=O)c1nc(C)n(-c2cc(OC(C)C)c(Cl)cc2Cl)n1 | 3 | -1 | -9 | 2 | -2 | 2 | 0 | 0 | -1
Cc1cccc(C)c1NC(=O)CSc1nnc(-c2ccncc2)n1Cc1ccco1 | 1 | -9 | -2 | -9 | 1 | 0 | 0 | 1 | -5
COc1ccccc1NC(=O)Cc1ccc(-c2ccccc2)cc1 | 20 | 9 | 2 | -5 | -5 | 0 | -6 | 4 | -9
Cc1nn(C)c(C)c1S(=O)(=O)NCc1cccs1 | -2 | 5 | -4 | 0 | 2 | -1 | 1 | 2 | 3

6 of the compounds above, in CSV form:
molecule,PREPL inhibitor,pPAFAH FP inh,PAFAH2 inh,PAD4 inh,LYPLA1 counter,PAFAH1B3 FP inh,GSTO1 counter,PAFAH1B2 FP inh,LYPLA2 inh
COc1cccc(/C=C/C(=O)OCC(=O)NC2CC2)c1OC,7,6,68*,4,·,16,·,5,·
Cc1nn(-c2ccccc2)c2sc(C(=O)O)cc12,-3,4,4,-2,4,3,-3,3,0
O=c1oc2ccccc2cc1-c1csc(NN=C2CCCC2)n1,13,10,10,-3,0,6,-1,8,2
NC(=O)N/N=C/c1ccc(-c2cccc(C(F)(F)F)c2)o1,-3,7,-3,-4,4,3,1,-5,5
COc1cc(Cl)c(C)cc1NC(=O)CSc1nnc(-c2ccco2)n1CC(C)C,-4,4,-4,0,0,3,-1,9,-2
Cc1nn(C)c(C)c1S(=O)(=O)NCc1cccs1,-2,5,-4,0,2,-1,1,2,3

This is a subset; count on the stated rates, not on these rows.
